# Source: PubChem BioAssay (National Center for Advancing Translational Sciences (NCATS))
# ELG1 genotoxic – inducers of genotoxicity in HEK293T ELG1-luciferase cells; HEK293T ELG1-luciferase reporter, luminescence, 16 h; Potency, µM (titrated, usually from 46 µM), for the others: top-dose activity change, positive = activation, actives largely listed as activators; actives 1.3% (n = 330,000); further: potency means the concentration at half of the fitted maximal effect; % of control where 0% means no effect; nearly all actives have a fitted effect of over 60% in size
#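 HEK293T cells expressing luciferase-tagged ELG1 were treated with compound or DMSO for 16 hr at 37°C. Luciferase activity was then read after 30 min with ONE-Glo at room temperature; rising signal flags genetic stress.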
# p53 reactivation – restores transcriptional activity of mutant p53. Potency, µM (titrated, usually from 92.2 µM), inactives show top-dose activity change, positive = activation, usual class: activators. actives 0.063% (n = 320,000). H1299 p53-A138V BP100-luciferase reporter, luminescence, 24 h. AID 504706; further: potency means the concentration at half of the fitted maximal effect; % of control where 0% means no effect; nearly all actives have a fitted effect of over 45% in size
#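 p53-null H1299 cells stably carrying temperature-sensitive p53-A138V and a BP100-luciferase reporter were pinned with compounds (4-point, 1:5 series) and held 24 hrs at 37 deg C. Luminescence was read 10 min after detection reagent.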
# NPC1 promoter act – activators of NPC1 promoter. Huh7 NPC1 promoter luciferase reporter, 24 h. Potency, µM (titrated, usually from 9.22 µM), without a hit: top-dose activation, actives largely listed as activators. actives 2.4% (n = 320,000). AID 485313;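 further: potency means the concentration at half of the fitted maximal effect; % of control where 0% means no effect; nearly all actives have a fitted effect of over 60% in size; reporter is driven by a mutant NPC1 promoter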
#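 Stably transfected Huh7 (NPC1 promoter→luciferase), 1500 cells/well in Opti-MEM + 10% FBS, 2 h settle, then compound 24 h at 37 °C. Luminescence after 10 min with Amplite reagent.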
# Menin MLL FP TR – displaces Texas Red mutant MLL peptide from human menin; Menin + Texas Red MLL mutant peptide, fluorescence polarization; Potency, µM (series often up to 61.6 µM), for inactives: top-dose FP activity change, negative = inhibition, usual class: inhibitors; actives 0.23% (n = 270,000); AID 1768; active means well fitted inhibition curve with a large enough effect in the polarisation, with a control signal flat, not every such curve was filed as active; inconclusive means small, poorly fitted or top-dose-only effect, or effect the other way, or a change in a side signal; inactive means no such curve, though single readings can be large or run the other way; the % refers to the polarisation; further: potency means the concentration at half of the fitted maximal effect; % of control where 0% means no effect; many of its hits are not listed in these tables
# Target sequence (O00255 whole entry, looked up): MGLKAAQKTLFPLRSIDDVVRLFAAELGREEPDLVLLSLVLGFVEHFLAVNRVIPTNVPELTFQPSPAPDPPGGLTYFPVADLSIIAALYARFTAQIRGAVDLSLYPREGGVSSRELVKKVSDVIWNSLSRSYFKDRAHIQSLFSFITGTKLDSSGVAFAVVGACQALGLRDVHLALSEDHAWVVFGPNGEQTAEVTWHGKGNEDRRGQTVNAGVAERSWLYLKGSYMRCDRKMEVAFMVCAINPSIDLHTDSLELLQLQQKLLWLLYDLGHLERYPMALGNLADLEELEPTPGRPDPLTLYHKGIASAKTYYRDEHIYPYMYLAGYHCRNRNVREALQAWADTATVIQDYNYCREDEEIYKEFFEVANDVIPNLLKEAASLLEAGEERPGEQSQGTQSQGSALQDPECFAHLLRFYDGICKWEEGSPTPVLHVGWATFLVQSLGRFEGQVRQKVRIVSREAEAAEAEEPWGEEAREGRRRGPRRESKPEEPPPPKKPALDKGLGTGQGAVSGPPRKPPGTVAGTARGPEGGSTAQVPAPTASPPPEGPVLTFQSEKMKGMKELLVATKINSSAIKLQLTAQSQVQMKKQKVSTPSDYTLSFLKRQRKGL
# RORgamma inh – blocks mouse ROR gamma transcriptional activity. P51450. Drosophila S2 Gal4-RORgamma UAS-luciferase reporter, 20 h. Potency, µM (doses to about 53.6 µM), without a hit: at the top dose activity change, negative = inhibition, hits mostly inhibitors. actives 5.4% (n = 310,000). AID 2551; further: potency means the concentration at half of the fitted maximal effect; on the % scale 0 is the no-effect control and ±100 the full control effect; nearly all actives have a fitted effect of over 60% in size
# Target sequence (P51450 whole entry, looked up, the tested form may be a part): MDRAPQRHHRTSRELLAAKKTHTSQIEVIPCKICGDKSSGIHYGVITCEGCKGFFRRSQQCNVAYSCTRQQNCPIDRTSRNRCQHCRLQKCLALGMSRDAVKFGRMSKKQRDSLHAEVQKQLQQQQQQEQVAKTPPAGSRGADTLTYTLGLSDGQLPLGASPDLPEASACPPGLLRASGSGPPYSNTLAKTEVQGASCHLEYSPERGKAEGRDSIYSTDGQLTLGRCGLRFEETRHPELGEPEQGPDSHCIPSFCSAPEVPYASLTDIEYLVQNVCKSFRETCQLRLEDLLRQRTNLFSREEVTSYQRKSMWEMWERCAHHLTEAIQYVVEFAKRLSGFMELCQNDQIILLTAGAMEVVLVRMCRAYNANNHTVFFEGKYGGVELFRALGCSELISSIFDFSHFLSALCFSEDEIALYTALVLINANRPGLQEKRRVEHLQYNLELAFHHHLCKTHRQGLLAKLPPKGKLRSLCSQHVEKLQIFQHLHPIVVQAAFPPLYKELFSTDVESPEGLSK
#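 In this cell-based reporter format, copper sulfate (700 uM final) drives Gal4–ROR gamma fusion expression from a metallothionein promoter in Drosophila Schneider cells; compounds preincubated 1 hr, reporter read after 20 hr at ambient temperature.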
# Giardia kill – kills Giardia lamblia; activity change, % at 7.66 µM, hits read low; Giardia lamblia trophozoite viability; actives 0.15% (n = 340,000); AID 540267; in the data active means activity change below about -80%; inconclusive means between about -30% and that limit;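 further: parasites exposed to compound for two days anaerobically before the ATP read; on the % scale 0 is the no-effect control and ±100 the full control effect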
#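 Compounds were tested on trophozoites seeded at 100 cells/well and held 48 hrs at 37 deg C anaerobically. An ATP-based luminescent kit measured the remaining live cells.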
# Rab9 prom act – activates the Rab9 promoter; Huh7 Rab9 promoter-luciferase reporter, luminescence, 24 h; Potency, µM (series often up to 9.22 µM), inactives show at the highest dose activation, negative = inhibition, most hits filed as activators; actives 2.8% (n = 320,000); AID 485297; further: potency means the concentration at half of the fitted maximal effect; % of control where 0% means no effect; nearly all actives have a fitted effect of over 60% in size
#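 Luciferase signal after 10 min detection reagent at ambient indicates Rab9 promoter upregulation; stably transfected Huh7 cells were treated 24 h with compound in DMSO at 37 °C, 5% CO2.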
# Gal4-VP16 FLuc – inhibits Gal4-VP16 luciferase reporter, ROR gamma counter-screen. Drosophila S2 Gal4-VP16 UAS-luciferase, luminescence, 20 h. Potency, µM (doses to about 53.6 µM), for inactives: at the top dose activity, negative = inhibition, usual class: inhibitors. actives 3.5% (n = 310,000);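 further: Gal4-VP16 expression switched on by copper sulfate through the metallothionein promoter; potency means the concentration at half of the fitted maximal effect; on the % scale 0 is the no-effect control and ±100 the full control effect; nearly all actives have a fitted effect of over 50% in size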
# FLuc counter – counter-screen for miR-21 project: firefly luciferase inhibitors or activators; AID 588342; P08659; purified FLuc, Km substrates, luminescence inhibition; actives 6.9% (n = 360,000); Potency, µM (highest dose often 57.5 µM), for inactives: at the top dose activity change, negative = inhibition, usual class: inhibitors;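 further: potency means the concentration at half of the fitted maximal effect; plate controls were vehicle for no effect and reference inhibitor for full effect; nearly all actives have a fitted effect of over 55% in size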
#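 Purified P. pyralis luciferase, 10 nM final, with Km-level 10 uM D-luciferin and 10 uM ATP in 50 mM Tris acetate pH 7.5, 10 mM Mg acetate, 0.01% Tween-20, 0.05% BSA; 6-point qHTS titration about 60 µM downward; luminescence read.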
# BRCA1 expr act – activators of BRCA1 expression. Potency, µM (titrated, usually from 46.1 µM), inactives show top-dose activation, usual class: activators. actives 1.1% (n = 380,000). MCF7-BRCA1-FFLuc reporter, luminescence, 48 h; response scale: scaled: vehicle 0%, 10 µM genistein 100%; further: potency means the concentration at half of the fitted maximal effect; nearly all actives have a fitted effect of over 80% in size; some results filed as inactive show a strong effect at the top dose
#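 MCF7-BRCA1-FFLuc cells, 2000/well in phenol-red-free MEM, attached 2 h then treated 48 h at 37 C. Luciferase luminescence read 15 min after reagent; normalized to genistein maximum activation (10microM) and DMSO, concentration-response fitted.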
# PKM2 act – increases activity of human pyruvate kinase M2; purified PKM2, Kinase-Glo ATP luminescence, activation; response scale: 0% is enzyme alone, no compound; P14618; actives 0.34% (n = 260,000); Potency, µM (series often up to 57.5 µM), without a hit: top-dose activation, actives largely listed as activators; further: potency means the concentration at half of the fitted maximal effect; on the % scale 0 is the no-effect control and ±100 the full control effect; nearly all actives have a fitted effect of over 55% in size
#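 Purified hPK-M2 (>95%) run at intermediate activity with 0.1 mM ADP and 0.5 mM PEP in 50 mM imidazole pH 7.2, KCl, MgCl2; 1 h room temperature. ATP formed read by Kinase-Glo luminescence; normalized to uninhibited and no-enzyme controls.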
# The depositor's hits bear a star; ? = inconclusive; . = no result given; & = joins results of further samples; ! = a repeat was not active; [ ] = remark or other dose. Unless noted, the call rests on the fitted dose curve; in most records, active means well fitted curve in the direction sought with a large enough effect; inconclusive means small, poorly fitted or top-dose-only effect, or another doubt; inactive means no such curve, though single readings can be large; an effect the other way counts as inactive or inconclusive.
SMILES,ELG1 genotoxic,p53 reactivation,NPC1 promoter act,Menin MLL FP TR,RORgamma inh,Giardia kill,Rab9 prom act,Gal4-VP16 FLuc,FLuc counter,BRCA1 expr act,PKM2 act
CC1N=C2c3ccccc3N=C(SCc3cc(=O)n4cc(Cl)ccc4n3)N2C1=O (centres undefined),-1%,-9%,-6%,-15%,37%,-1,-6%,-4%,3%,-2%,-13%
CCCOc1ccc(C2C(=O)N(C3CCCCC3)CC(=O)N2CCCOCC)cc1OC (centres undefined),2%,-12%,-4%,-9%,42%,-7,-3%,-1%,0%,2%,0%
CC1CCN(c2ccccc2NC(=O)c2cc3ccccc3o2)CC1,-11%,0%,21%,.,-39%,1,3%,0%,-9%,-78%,-4%
CCN(CC)CCN(Cc1cc2cc(C)cc(C)c2[nH]c1=O)C(=S)NCc1ccco1,-4%,-8%,-2%,3%,3%,-7,-9%,?,4%,-44%,16%
C=C1/C(=C\C=C2/CCC[C@]3(C)[C@@H]([C@H](C)CCCC(C)(C)O)CC[C@@H]23)C[C@@H](O)C[C@@H]1O,.,.,0%,1%&-16%&-22%,10µM*!,.,-1%,?,-14%,.,1%
Cc1c(NC(=O)c2cccs2)c(=O)n(-c2ccccc2)n1C,0%,3%,-5%,-21%,9%,3,-1%,4%,0%,3%,-8%
Cc1occc1C(=O)NCCCCNC(=O)c1ccoc1C,-2%,-3%,0%,2%,23%,-5,3%,12%,-1%,5%,-9%
Cc1ccc(C)c(NC2CCCCC2NS(=O)(=O)c2ccccc2)c1 (centres undefined),-1%,9%,-4%,.,16%,13,-3%,1%,3%,-64%,.
COc1ccc(C2/C=C\CC(OCc3ccccc3)CC(=O)N2Cc2cccc(F)c2)cc1 (centres undefined),-4%,8%,.,-12%,9%,-15,.,-7%,.,-32%,.
CCCN(c1ccc(OCC)cc1)S(=O)(=O)c1ccc2c(c1)NC(=O)CO2,-2%,2%,-3%,.,-15%,20,-1%,15%,0%,0%,.
C/C(=N\N=C1\NC(=O)C(CC(=O)O)S1)c1ccccn1 (centres undefined),0%,5%,-4%,.,-28%,-9,-5%,4%,0%,-3%,-10%
CCCC(=O)c1c(NCCO)cc(C)oc1=O,5%,-1%,-6%,24%,-2%,-17,7%,7%,-4%,-1%,-18%
Cc1ncc([N+](=O)[O-])n1CC(=O)NC1CCCC1,0%,-1%,0%,0%,?,-9,-4%,14%,-4%,1%,3%
O=C(Nc1nccs1)c1sc2ccccc2c1Cl,?,21%,4µM*,7%,2.2µM*,-29,1.1µM*,5µM*,0.67µM*,0%,-4%
O=c1c2ccccc2n2c(=S)[nH]nc2n1-c1ccccc1,2%,3%,-1%,12%,?,2,-8%,-9%,-5%,-22%,-17%
CCOCCCNCc1cccc(OCc2ccc(F)cc2)c1,1%,-6%,-2%,6%,-28%,-12,-6%,-4%,13%,-37%,4%
CC(C)CCNC(=O)C(=O)NC1CCCC1,?,?,22%,4%,-16%,-10,?,1%,?,?,0%
Cc1nnc(SCC(=O)N(C)c2ccccc2)n1Cc1ccccc1,0%,1%,-2%,7%,-2%,0,-1%,16%,1%,0%,-1%
Cn1c(Cn2nnc3ccccc32)nnc1SCC(=O)Nc1ccc2c(c1)OCO2,-3%,6%,-1%,0%,1%,3,-3%,-9%,8%,-4%,1%
O=C(O)CCS(=O)(=O)Cc1cccc(Cl)c1,-1%,-6%,-2%,6%,-8%,-2,0%,-8%,3%,1%,-1%
O=C(CSc1nc2ccccc2n1Cc1ccc(Cl)cc1)N/N=C/c1ccc(C(=O)O)cc1,1%,-2%,-6%,13%,-15%,-14,-9%,5%,?,-6%,-1%
Cc1noc(C)c1CSCC(=O)Nc1cc(C(F)(F)F)ccc1N1CCCCC1,15%,1%,2%,.,.,-5,-2%,.,8%,-37%,.
N#C/C(=C(/O)CCl)c1nc2c(s1)CCc1ccccc1-2,4%,-1%,-15%,?,-36%,17,-13%,-26%,?,-83%,12%
CC(=O)Nc1ccc(NC(=O)C(C)OC(=O)c2cccs2)cc1 (centres undefined),-2%,0%,1%,.,.,-19,-3%,.,.,-10%,.
COC(=O)c1ccccc1NC(=O)c1cc(C)no1,-5%,-2%,-4%,-17%,3%,-19,8%[1.84 µM],-2%,-1%,-18%,.
O=C(c1ccccc1Cl)N1CCN(C(=O)C2CCCO2)CC1 (centres undefined),0%,0%,-4%,.,.,-20,-1%,.,1%,-7%,.
Cc1cc(C)cc(NC(=O)CC23CC4CC(C2)CC(n2nnc(C)n2)(C4)C3)c1,-5%,-1%,0%,-10%,-1%[10 µM],-11,0%,0%,-1%,-31%,-3%
CCCNC(=O)COC(=O)c1ccccc1OCC(=O)Nc1ccc(Br)cc1,7%,-1%,-4%,5%,7%,4,-4%,-1%,-2%,-10%,-3%
Nc1ncnc2n[nH]c(Nc3ccc(F)cc3)c12,.,.,9%[46.1 µM],33%[activator],36%,.,-1%[46.1 µM],-5%,.,.,.
CC(C)n1cc(CN2CCC(Oc3ccc(C(=O)N4CCCCC4)cc3)CC2)cn1,0%,6%,2%,.,-34%,14,-20%,-3%,0%,-8%,0%
O=C(CSc1nnc(-c2cccs2)n1-c1ccccc1)N1CCN(C(=O)c2ccco2)CC1,-1%,-7%,0%,-17%,17%,.,-17%,-5%,-2%,.,3%
CCc1cc(=O)oc2cc(OCC(=O)O)c(Cl)cc12,5%,5%,-2%,4%,-15%,-4,-4%,14%,7%,-22%,0%
CSc1ncccc1C(=O)NCc1ccc(C)cc1,-3%,-1%,-2%,-10%,2%,-11,0%,-4%,-4%,-14%,0%
CC1CCN(c2ccc3nnc(CCC(=O)N4CCN(c5ccc(F)cc5)CC4)n3n2)CC1,-6%,-6%,-5%,-16%,9%,-7,-6%,6%,2%,0%,.
COc1cccc(CNC(=O)C2CCN(S(=O)(=O)c3cnc[nH]3)CC2)c1,0%,-5%,-5%,23%,35%,5,-3%,2%,6%,-11%,4%
CCN(CC(=O)Nc1cc(Cl)ccc1C)C(=O)CSCc1ccccc1,-6%,-6%,-2%,.,.,7,-2%,.,-2%,-20%,.
Cn1c2c(c(=O)c3ccccc31)CCC(C)(C)O2,-1%,-1%,-4%,-7%,-1%,15,-7%,-3%,-13%,-14%,1%
CC(=O)Nc1ccc(N/C(N)=N/c2nc(C)cc(C)n2)cc1,1%,4%,-2%,-9%,-16%,2,0%,3%,0%,0%,.
FC(F)(F)c1cnc(N2CCCN(C(=S)Nc3ccccc3)CC2)c(Cl)c1,-1%,6%,-18%,.,7.9µM*,0,-29%,?,-2%,-19%,?
CC1=CC(C)(C)N=C(Nc2ccc(C)cc2)S1,?,?,16%,-4%,?,-17,16%,-2%,?,13µM*,-8%
Cc1ccc2nc(NC(=O)CC3Oc4ccccc4NC3=O)sc2c1 (centres undefined),8%,2%,8%,.,25%,-12,8%,-3%,-15%,41%,-1%
CCN(CC)CCNC(=O)C1CCN(S(=O)(=O)c2c(C)noc2/C=C/c2ccccc2F)CC1,-2%,27%,0%,.,-30%,-2,0%,-11%,2%&-2%,-18%,.
O=C(NCc1ccc2c(c1)OCO2)C(=O)NCC1OCCN1S(=O)(=O)c1ccc(Cl)cc1 (centres undefined),-14%,-5%,-1%,26%,?,-25,2%,-2%,1%,-24%,1%
COc1ccc(N2CCN(C(=O)CSc3nnc(-c4ccc5[nH]c(C)c(C)c5c4)o3)CC2)cc1,0%,6%,-4%,21%,16%,6,17%,6%,?,-2%,-1%
c1ccc(CN2CCC3(CC2)Nc2ccccc2CO3)cc1,11%,3%,-4%,-5%,-2%,41[activator],-6%,-2%,1%,-3%,-5%
O=C(CC1CCCC1)N1CCCC(Nc2cccc(F)c2)C1 (centres undefined),-10%,-6%,1%,.,?,5,-2%,11%,-3%,-20%,-1%
CCN(CC)S(=O)(=O)c1cc(C)c(C)cc1OCC(=O)NC1CCCC1,-14%,-12%,0%,.,-6%,-8,-3%,-2%,-1%,-13%,-4%
CC(=O)NNC(=S)NC(=O)c1ccc(C)cc1,-1%,2%,-3%,?,22%,-11,-1%,-4%,?,-8%,0%
COC(=O)c1ccc(CNC(=O)CNc2cc(C(F)(F)F)ccc2N2CCOCC2)cc1,0%,4%,-1%,7%,9%,?,6%,0%,1%,6%,-1%
COc1cccc(C2=NOC(C(=O)Nc3ccccc3SC)C2)c1 (centres undefined),-6%,0%,1%,.,41%,4,-5%,-1%,-18%,8%,2%
COc1ccc(CCNC(=O)CSc2ccc(-c3ccccc3)nn2)cc1,1%,-9%,-3%,2%,11%,.,-3%,0%,3%,.,0%
S=C(Nc1ccc(Cl)cc1Cl)N1CCOCC1,2%,-16%,-2%,2%,-35%,0,-1%,3%,3%,8%,0%

# Not all compounds are listed, so the mix of outcomes need not match the whole.
